# ALOX12 inh: inhibitors of human 12S-lipoxygenase ALOX12; P18054; AID 1671190; Potency, µM (titrated, usually from 108 µM), without a hit: top-dose activity change, negative = inhibition, hits mostly inhibitors; purified 12hLO, xylenol orange hydroperoxide absorbance; hit rate 1.1% among 580,000; also: % is scaled to controls: 0 for no effect and ±100 for the full control effect
#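 Hydroperoxide product was detected by ferrous iron/xylenol orange as the 573 to 405 nm absorbance ratio. Arachidonic acid at 40 uM (final) was turned over for 30 min at room temperature by 150 nM human 12hLO, pH 7.0 Hepes buffer, after 15 min compound preincubation.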
# GLS inhibitor: blocks human kidney-isoform glutaminase activity; O94925; hit rate 0.21% among 410,000; Potency, µM (top dose mostly 45.5 µM), for the others: top-dose activity change, negative = inhibition, usual class: inhibitors; AID 624170; GLS enzymatic activity, qHTS titration; also: % is scaled to controls: 0 for no effect and ±100 for the full control effect
#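 Compounds were pin-transferred onto hKGA, after which L-glutamine (1 mM solution) and a detection mix of glutamate oxidase, HRP and Amplex Red were added. Initial and 30 min RT fluorescence reads were collected.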
# ERG-DNA inh: blocks human ERG Ets domain binding to DNA; hit rate 0.028% among 370,000; P11308; Potency, µM (doses to about 76.9 µM), for inactives: at the highest dose FP activity, negative = inhibition, usual class: inhibitors; fluorescence polarization, His-ERG Ets domain / labelled DNA; active = well fitted inhibition curve with a large enough effect in the polarisation, with a control signal flat; inconclusive = small, poorly fitted or top-dose-only effect, or effect the other way, or a change in a side signal; inactive = no such curve, though single readings can be large or run the other way; the % refers to the polarisation;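 also: polarization taken with two DNA probes labelled with fluorescein and Texas red; % of control where 0% means no effect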
#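 His-tagged ERG Ets domain (1 uM in the protein solution; 300mM KCl, 50mM Tris-HCl, 1mM EDTA, 1mM DTT, pH 7.5) received compound, then a probe mix of 5 nM fluorescein-DNA and 100nM Texas-615-DNA. Fluorescence polarization was read for both dyes.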
# RGS4 inhibitor: human RGS4 inhibition; P49798; Transcreener GDP fluorescence polarization, RGS4-accelerated GTP hydrolysis; Potency, µM (titrated, usually from 114 µM), without a hit: at the top dose activity change, negative = inhibition, usual class: inhibitors; hit rate 0.039% among 390,000; AID 504845; also: % is scaled to controls: 0 for no effect and ±100 for the full control effect; nearly all actives have a fitted effect of over 75% in size; some results filed as inactive show a strong effect at the top dose
# Target sequence (P49798 whole entry, looked up): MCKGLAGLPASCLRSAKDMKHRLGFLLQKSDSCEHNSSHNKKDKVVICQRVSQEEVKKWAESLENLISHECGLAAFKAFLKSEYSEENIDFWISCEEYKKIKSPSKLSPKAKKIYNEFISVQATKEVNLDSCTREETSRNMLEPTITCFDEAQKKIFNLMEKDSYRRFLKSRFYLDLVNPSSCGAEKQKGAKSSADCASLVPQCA
#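 MLSMR compounds (23 nl, pin-transferred) preincubated 10 min at room temperature with a 500nM (2x) first reagent, then RGS4 at 900nM (2x) plus Transcreener GDP mix added; fluorescence polarization (620/688 nm) read before and after 90 min at 30 °C.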
# TrxR1 inh: rat TrxR1 inhibition. O89049. recombinant rTrxR1, NADPH fluorescence consumption, selenite substrate. Potency, µM (titrated, usually from 114 µM), inactives show at the top dose activity change, negative = inhibition, hits mostly inhibitors. hit rate 1% among 390,000. AID 588453; also: % is scaled to controls: 0 for no effect and ±100 for the full control effect; nearly all actives have a fitted effect of over 65% in size
# Target sequence (O89049 whole entry, looked up): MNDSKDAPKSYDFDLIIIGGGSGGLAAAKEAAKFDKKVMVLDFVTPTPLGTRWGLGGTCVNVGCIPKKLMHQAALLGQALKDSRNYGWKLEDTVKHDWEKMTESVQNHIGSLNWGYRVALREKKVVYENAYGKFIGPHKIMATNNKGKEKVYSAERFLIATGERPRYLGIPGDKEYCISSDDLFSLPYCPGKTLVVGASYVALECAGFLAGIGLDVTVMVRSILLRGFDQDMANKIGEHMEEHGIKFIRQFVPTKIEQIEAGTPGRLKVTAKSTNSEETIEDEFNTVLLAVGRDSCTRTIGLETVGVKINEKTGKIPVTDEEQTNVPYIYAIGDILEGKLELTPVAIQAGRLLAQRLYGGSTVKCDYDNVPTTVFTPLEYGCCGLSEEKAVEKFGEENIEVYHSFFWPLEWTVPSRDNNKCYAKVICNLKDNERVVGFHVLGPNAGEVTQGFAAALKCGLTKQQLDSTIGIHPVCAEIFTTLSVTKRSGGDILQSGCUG
#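 Rat TrxR1 (90 nM in the dispensed reagent) was pre-reduced with 400 uM NADPH for 5 min at room temperature, then incubated with compound for 15 min. After 400 uM selenite was added, NADPH fluorescence (Ex 340/Em 450 nm) was followed for 8 min.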
# Tb PGK inh: T. brucei PGK inhibition; PGK/GAPDH coupled, Kinase-Glo luminescence, 60 min; hit rate 0.043% among 380,000; P07378; Potency, µM (doses to about 57.5 µM), inactives show at the top dose activity change, negative = inhibition, hits mostly inhibitors; also: % is scaled to controls: 0 for no effect and ±100 for the full control effect; nearly all actives have a fitted effect of over 60% in size
#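 Recombinant glycosomal PGK reaction used 1,3-bisphosphoglycerate generated in-well by GAPDH (100nM final) in 100mM TEA pH 7.6, 5mM MgCl2, 0.01% Tween-20. After 60 minutes at room temperature, ATP was read by Kinase-Glo Plus luminescence end-point.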
# HP1b binding inh: inhibitors of HP1-beta chromodomain binding to methylated histone tails. AlphaScreen HP1-beta / biotin-H3K9me3 peptide binding. hit rate 0.56% among 390,000. AID 540317. Potency, µM (series often up to 114 µM), for inactives: top-dose activity change, negative = inhibition, most hits filed as inhibitors; also: nearly all actives have a fitted effect of over 70% in size; inactives centre near 23
#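 HP1-beta protein (50 nM final) preincubated 30 min at room temperature with biotinylated H3(1-18)K9me3 peptide (50 nM) in PBS pH 7.4, 0.01% Tween-20, then compound added for 30 min. AlphaScreen streptavidin donor/nickel chelate acceptor beads (10 ug/mL final), 30 min dark, luminescence read.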
# JMJD2A Tudor: inhibitors of human JMJD2A Tudor domain; O75164; AlphaScreen JMJD2A-Tudor / H3K4me3 peptide binding; Potency, µM (titrated, usually from 114 µM), inactives show at the top dose activity change, negative = inhibition, actives largely listed as inhibitors; hit rate 4.4% among 390,000; AID 504339; also: % is scaled to controls: 0 for no effect and ±100 for the full control effect; nearly all actives have a fitted effect of over 50% in size
# Pin1 inh: inhibitors of human Pin1; Q13526; Pin1 FP peptide displacement, HiFluor488, 10 min; Potency, µM (highest dose often 115 µM), for the others: at the top dose activity, negative = inhibition, hits mostly inhibitors; hit rate 0.009% among 390,000; active = well fitted inhibition curve with a large enough effect in the polarisation, with a control signal flat, not every such curve was filed as active; inconclusive = small, poorly fitted or top-dose-only effect, or effect the other way, or a change in a side signal; inactive = no such curve, though single readings can be large or run the other way; the % refers to the polarisation; also: % is scaled to controls: 0 for no effect and ±100 for the full control effect
# Target sequence (Q13526 whole entry, looked up): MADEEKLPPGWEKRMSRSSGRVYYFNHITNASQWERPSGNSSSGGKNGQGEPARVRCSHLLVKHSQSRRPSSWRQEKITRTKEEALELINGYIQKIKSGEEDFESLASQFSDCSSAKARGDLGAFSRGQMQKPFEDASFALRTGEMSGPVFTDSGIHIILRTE
# The depositor's hits bear a star; i = inactive; ? = inconclusive; . = not tested or not shown; & = joins results of further samples; [ ] = remark or other dose. Unless noted, calls follow the shape of the dose curve; as a rule, active = well fitted curve in the direction sought with a large enough effect; inconclusive = small, poorly fitted or top-dose-only effect, or another doubt; inactive = no such curve, though single readings can be large; an effect the other way counts as inactive or inconclusive. Potency is read from the fitted curve at half-maximal effect.
SMILES,ALOX12 inh,GLS inhibitor,ERG-DNA inh,RGS4 inhibitor,TrxR1 inh,Tb PGK inh,HP1b binding inh,JMJD2A Tudor,Pin1 inh
COC(=O)Nc1sc2c(c1C(N)=O)CCCCCC2,-20%,-13%,3%,?,0%[57.1 µM],-9%,-58%,?,-2%
COc1ccc(-c2noc(-c3ccc(NC4CCCC4)c([N+](=O)[O-])c3)n2)cc1,-5%,3%,-4%,-39%,5%,i,58%[activator],-8%,2%
O=C(CCC(=O)N1CCOc2ccccc21)N1CCOCC1,17%,14%,-1%,9%,-2%[57.1 µM],2%,27%,-14%,-1%
CC(=O)Nc1cc(C)ns1,-11%,0%,.,?,-3%,-3%,18%,-6%,-12%
S=C(Nc1ccc(Cl)c(Cl)c1)N1CCCC1,0%,-6%,-12%,-8%,19%[57.1 µM],-11%,15%,-15%,1%
COc1ccc(C(=O)/C=C/Nc2ccc([N+](=O)[O-])cc2)cc1,?,7%,-2%,-14%,-8%,10%,14%,-2%,14%
Cc1ccc(NC(=O)CC2NCCNC2=O)cc1Cl (stereo unspecified),-13%,-8%,-2%,16%,-9%,2%,48%[activator],-11%,1%
CC(=O)NCC(c1ccc2c(c1)OCO2)N1CCN(c2ccccc2)CC1 (stereo unspecified),-6%,33%[activator],-3%,-4%,28%[57.1 µM],-1%,30%[57 µM],-3%,-8%
CC1(c2cccs2)CC(c2cccs2)=C(C#N)C(=O)N1 (stereo unspecified),-13%,1%,2%,-48%,12%[57.1 µM],-14%,40%[activator],-5%,-1%
O=C(N/N=C/c1ccc(F)cc1)c1cc(-c2ccc3c(c2)OCO3)n[nH]1,-15%,-11%,19%,-12%,9%[57.1 µM],-10%,14%,?,27%
Cc1c(Cl)cccc1NC(=O)CCC(=O)NNC(=O)CCC(=O)O,-2%,-1%,7%,-5%,4%[57.1 µM],-9%,39%,9%,-1%
CCCc1cc(-c2n[nH]c(=S)n2CC(C)C)cs1,?,?,-3%,-9%,-13%,6%,-2%,79µM*,3%
CN(C)C(=O)CSC1c2ccccc2C(=O)N1c1ccccc1 (stereo unspecified),6%,3%,-3%,7%,-8%[11.4 µM],-3%,20%,-3%,1%
CN(C)CCNc1c2c(nc3nnnn13)CCCC2,-5%,2%,0%,-6%,-2%,i,51%[activator],-8%,0%
CCOc1ccc(NC(=O)Cc2ccc(S(=O)(=O)N3CCCCC3)cc2)cc1OCC,-3%,0%,16%,-18%,0%,0%,10%,-24%,4%
CCN(CC)C(=O)CSc1nc2ccccc2c(=O)n1CC,?,-8%,-9%,-26%,26%[57.1 µM],-7%,11%,-6%,-4%
O=c1cc(CSc2ccc(Cl)cc2)nc(-c2ccccn2)[nH]1,-4%,4%,-1%,-35%,8%[2.29 µM],-4%,16%,79µM*,1%
COc1ccc(NC(=O)Cn2c(SCc3ccc(C)cc3)nc3cccnc32)c(OC)c1,-27%,-9%,5%,29%,9%,i,29%,-9%,1%
O=c1c2ccccc2[nH]c(=S)n1CCCN1CCOCC1,-5%,4%,-10%,-38%,10%[57.1 µM],-12%,31%,-24%,-1%
Brc1ccc2nc(N3CCN(c4ccccc4)CC3)sc2c1,6%,-3%,6%,-37%,36%[activator][57.1 µM],i,27%,10%,-1%
Cc1ccc(C)c(NC(=O)c2sc(Cl)nc2C)c1,-18%,-2%,-14%,1%,13%,8%,34%,1%,-1%
Cc1cc(C)c2ccc(C(=O)O)nc2c1O,0%,53%[activator],4%,1%[56.9 µM],0%,-2%,45%[activator],-6%[57.1 µM],6%
CC(C)OCCCNC(=O)c1cc2c(=O)n(C)c3ccccc3c2n1C,477%[activator],-2%,-5%,1%,27%,i,33%,1%,-3%
COc1ccc(-c2nnnn2C)cc1S(=O)(=O)NCc1ccccc1,9%,-4%,.,1%,9%,-5%,10%,-4%,-3%
COc1ccc(CNCC(O)(c2ccccc2)c2ccccc2)cc1OC,2%,-1%,3%,14%,39%[activator],-5%,28%,-27%,2%

# (cont.)
SMILES,ALOX12 inh,GLS inhibitor,ERG-DNA inh,RGS4 inhibitor,TrxR1 inh,Tb PGK inh,HP1b binding inh,JMJD2A Tudor,Pin1 inh
COCCN(C(=S)Nc1c(C)cc(C)cc1C)C(C)c1cccnc1 (stereo unspecified),-31%,?,1%,?,-8%,-6%,?,-1%[57.1 µM],1%
O=C(CNc1ccc2c(c1)OCO2)N/N=C\c1cn(Cc2ccccc2)c2ccccc12,-18%,-15%,-3%,-33%,-30%,i,16%,-21%,9%
Cc1nc(SCC(=O)c2ccc(F)c(F)c2)[nH]c(=O)c1Oc1ccc(Cl)cc1,?,9%,-3%,6%,-2%,-4%,51%[activator],0%,0%
CC(C)NC(=O)NS(=O)(=O)c1cnccc1NC1CC2CCC1C2 (stereo unspecified),34%[activator],13%,7%,-13%,12%,-7%,27%,-13%,-6%
CCOc1cc2[nH]c(=S)n(CCOC)c(=O)c2cc1OCC,-14%,-8%,17%,-7%,-15%,-2%,50%[activator],-2%,4%
Cc1cccc(N2CCN(C3(c4ccccc4)C(=O)c4ccccc4C3=O)CC2C)c1 (stereo unspecified),-4%,5%,1%,-19%,5%,-4%,?,?,3%
O=[N+]([O-])c1ccc(Cl)c(S(=O)(=O)NC2=NCCC2)c1,-2%,17%,1%,22%,-5%[57.1 µM],-3%,8%,-7%,-3%
CC(=O)c1ccc(Nc2cnn(C34CC5CC(CC(CC(=O)O)(C5)C3)C4)c(=O)c2Cl)cc1,?,0%,0%,-24%,-10%[57.1 µM],2%,32%,-5%[11.4 µM],-8%
CCN(CC)C(=O)Nc1ccc(Br)cc1,331%[activator],16%,2%,7%,10%[57.1 µM],-3%,10%,-8%,-6%
O=C(CC(=O)Nc1ccccc1F)Nc1ccccc1F,15%,-2%,-8%,-4%[56.9 µM],89µM*,0%,53%[activator],-17%,5%
COc1ccc(-c2cc(C(=O)Nc3cc(OC)cc(C(=O)Nc4cccc(C(F)(F)F)c4)c3)[nH]n2)cc1,2%&1%,0%&3%,4%,-12%,14%,-1%&-1%,25%,-15%,14%
CCc1noc(C)c1C(=O)OCC(=O)NCc1ccc(Cl)cc1,?,4%,6%,17%,13%[57.1 µM],3%,16%[57 µM],-3%,-2%
CCn1cc(C(=O)NC2CCCCCC2)c2cc(OC)c(OC)cc2c1=O,0%,10%,5%,-28%,16%[57.1 µM],i,15%,-11%,0%
O=C(C1CCCO1)N1CCN(C(c2ccccc2)c2ccccc2)CC1 (stereo unspecified),1%,-5%,.,-23%,?,.,22%,-4%,-15%
CNC(=O)c1ccccc1NC(=O)c1cccc(S(=O)(=O)N2CCCCC2)c1,-2%,2%,-20%,-49%,17%[57.1 µM],-13%,23%,-6%,-2%
Cc1ccc(-c2cc(C(=O)N3CCN(c4ccccc4)CC3)c3ccccc3n2)cc1C,-19%,-10%,8%,-10%,22%[57.1 µM],i,47%,?,11%
Cn1c(=O)c2c(nc3n(-c4ccc(O)cc4)c(-c4ccc(Br)cc4)cn23)n(C)c1=O,-17%,4%,2%,-9%,2%,i,39%[activator],-3%,-5%
CCn1c(SCC(=O)N2CCN(c3ccccc3)CC2)nnc1-c1cc2cc(Cl)ccc2o1,22%,11%,2%,8%,22%,-3%,10%,-22%,-1%
O=C(N1CCN(c2ccccc2F)CC1)C1(c2cccs2)CCOCC1,-15%,-2%,-11%,?,4%[57.1 µM],-4%,46%[activator],4%,7%
CC1CCCCN1S(=O)(=O)c1ccc(F)c(C(=O)Nc2ccccc2C(F)(F)F)c1 (stereo unspecified),1%,5%,-8%,4%,7%[57.1 µM],i,49%[activator],4%,-4%
COc1cc2ccccc2cc1C(=O)Nc1cccc(-c2nc3ccccc3o2)c1,-30%,-8%,-2%,-37%,20%,-12%,-2%,-11%,?
COc1ccc(/C=C/C(=O)NC(=S)N2CCN(c3ccccn3)CC2)cc1OC,5%,1%,-6%,-16%,11%[57.1 µM],-1%,24%,-3%,11%
Cc1ccccc1OCC(=O)Nc1ccc2c(c1)C(=O)c1ccccc1C2=O,-26%,1%,-3%,24%[11.4 µM],14%,-1%,45%[activator],-7%,2%
CC(=O)NC(c1ccc2ccccc2c1)c1ccc2cccnc2c1O (stereo unspecified),?,9%,-4%,-36%,0%,4%,31%,25µM*,0%
COc1ccc(/C=C/C(=O)OCC(=O)NCCNC(=O)COC(=O)/C=C/c2ccc(OC)cc2)cc1,0%,6%,-4%,17%,5%,2%,10%,-1%,9%
Cc1ccc(CNC(=O)c2cc3ccc4cccnc4c3[nH]2)cc1,-4%,0%,-2%,3%,-6%,i,50%[activator],5%,36%[activator]
CCN(CC)C(=O)C1CCCN(Cc2ccc(OC)c(C)c2)C1 (stereo unspecified),?,-9%,11%,-3%,32%[activator],-1%,?,0.89µM*,-2%
NS(=O)(=O)c1ccc(N/C=C\C(=O)c2ccc3ccccc3c2)cc1,?,8%,3%,-20%,-1%,0%,27%,-25%,44%[activator]

# Bioassay records: PubChem BioAssay, National Center for Advancing Translational Sciences (NCATS)

# These rows are one share of the data; the hit share may differ from the screen's.
